Screens: PubChem, several laboratories
AddAB inh = less growth of phage-infected E. coli with AddAB; E. coli expressing H. pylori AddAB, absorbance growth; inhibition, % at 11.9 µM; 330,000 tested, 0.29% active; in the data active = inhibition above about 12%;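 also: 0% = vehicle wells of infected cells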
OPRM1-OPRD1 ag = OPRM1-OPRD1 heterodimerization agonism; P35372+P41143; cells, luminescence; activation, % at 9.3 µM; 340,000 tested, 0.3% active; in the data active = activation above about 18%;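 also: 0% = vehicle-treated cells and 100% = reference agonist; values of inactives mirror those of a sister screen read the other way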
Target sequence (P35372 whole entry, looked up): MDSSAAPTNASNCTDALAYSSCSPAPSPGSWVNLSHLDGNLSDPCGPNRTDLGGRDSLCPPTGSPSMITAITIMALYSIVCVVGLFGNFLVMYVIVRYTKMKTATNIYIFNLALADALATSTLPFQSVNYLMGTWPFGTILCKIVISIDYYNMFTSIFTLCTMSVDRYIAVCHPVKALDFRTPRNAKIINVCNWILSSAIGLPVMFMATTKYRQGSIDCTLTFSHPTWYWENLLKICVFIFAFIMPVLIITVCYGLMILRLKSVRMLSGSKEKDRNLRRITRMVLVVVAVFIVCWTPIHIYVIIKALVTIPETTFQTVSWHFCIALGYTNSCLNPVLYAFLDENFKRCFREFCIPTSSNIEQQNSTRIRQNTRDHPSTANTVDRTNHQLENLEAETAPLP
Target sequence (P41143 whole entry, looked up): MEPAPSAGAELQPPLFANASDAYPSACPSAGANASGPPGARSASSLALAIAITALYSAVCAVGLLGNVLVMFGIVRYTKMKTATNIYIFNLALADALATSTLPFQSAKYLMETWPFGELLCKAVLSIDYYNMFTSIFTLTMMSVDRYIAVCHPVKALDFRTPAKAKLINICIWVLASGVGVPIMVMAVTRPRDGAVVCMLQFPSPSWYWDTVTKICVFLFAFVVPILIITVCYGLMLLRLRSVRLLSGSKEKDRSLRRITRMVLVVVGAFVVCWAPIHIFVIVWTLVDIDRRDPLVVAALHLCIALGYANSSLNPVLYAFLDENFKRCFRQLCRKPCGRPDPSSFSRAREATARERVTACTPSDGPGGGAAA
PKA-R1A activ = PKA-R1A complex activation; AID 504707; 340,000 tested, 0.083% active; PKA-R1A dissociation, Cy5-IP20 fluorescence polarization; scaled: DMSO 0%, 113 µM cGMP 100%; activation, % at 11.4 µM;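 active = percent activation above the mean of all tested compounds plus 3 SD, cut at about 19% in these data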;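 also: higher means more PKAc released from R1A so a rise in polarization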
phage Ecoli inh = E. coli growth loss with phage present; growth absorbance; inhibition, % at 11.9 µM; 360,000 tested, 0.26% active; AID 651602; in the data active = inhibition above about 11%
PfHsp90 yeast 2 = reduces growth (ATP signal) of yeast expressing P. falciparum Hsp90. S. cerevisiae expressing PfHsp90, BacTiter-Glo ATP, 48 h; yeast lacking PDR1 and PDR3 efflux regulators. inhibition, % at 9.4 µM. AID 504621. 310,000 tested, 0.32% active;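 active = every replicate shows inhibition above about 80%, whatever the replicate mean, limit read from the data; inconclusive = mean inhibition reaches the set limit but some replicate falls short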;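 also: 0% = DMSO neutral controls and 100% = 20 µM radicicol positive controls; yeast relying on Plasmodium falciparum Hsp90 in place of its own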
Arrestin-AP2 inh = blocks beta-arrestin peptide binding to AP2 adaptin. FITC-arrestin peptide / GST-AP2 beads, flow cytometry; AP2 beta2 appendage carries R879A mutation. 340,000 tested, 0.31% active. inhibition, % at 10 µM;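 active = inhibition above a set limit, near 3 SD of compounds lacking own fluorescence, cut at about 54% in these data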;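 also: plate controls were DMSO wells for no effect and 5 µM unlabelled arrestin peptide for full effect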
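system = GST-tagged AP2 beta2-adaptin appendage (R879A) on 4 µm glutathione beads | reagent = FITC-labelled arrestin peptide probe, 50 nM final | schedule = compound with beads 12 min RT, then probe 1 h RT | signal = HyperCyt-sampled flow cytometry, FL1 channel, ex 488/em 535 nm | read-out = percent response from loss of bead-bound FITC fluorescence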
OPRM1-OPRD1 inv = mu-delta opioid heterodimer inverse agonism; cell-based MOR-DOR heterodimer luminescence; inhibition, % at 9.3 µM; 340,000 tested, 0.21% active; AID 504357; in the data active = inhibition above about 22%, passing the limit was not always enough;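 also: 0% = cells with DMSO and 100% = wells without cells with DMSO; values of inactives mirror those of a sister screen read the other way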
Tat transport = inhibitors of E. coli Tat protein transport; E. coli MC4100 TorA-mCherry Tat export, fluorescence; 340,000 tested, 0.036% active; AID 488895; inhibition, % at 10 µM;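 active = mean replicate inhibition at least 50% and at least half of replicates individually reaching 50%; inconclusive = only one of the two criteria met; inactive = neither criterion met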;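 also: exported cargo escapes ClpAP degradation while cytoplasmic cargo is degraded and loses fluorescence; 0% = median of neutral control wells and 100% = median of NaSCN control wells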
SUMO Mot1 rescue = blocks SUMOylation pathway, rescuing yeast Mot1-301 growth. S. cerevisiae Mot1-301 growth rescue, ATP luminescence, 38.5C; percent above DMSO median, 100 means doubled. 320,000 tested, 1% active. growth rescue, % at 18.8 µM;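 active = every valid replicate shows activation above 250% relative to neutral control wells; inactive = the rest, any valid replicate at or below 250%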;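 also: OY570 slx delta 5 strain wells were the positive control but not used for scaling; some compounds called inactive have numbers as strong as hits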
E coli growth = reduces bacterial viability in AddAB counter-screen; E. coli V3065 growth, OD600 absorbance, 18 h; inhibition, % at 11.9 µM; 330,000 tested, 0.27% active; AID 449728;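 active = inhibition above the campaign's mean inhibition across all tested compounds plus 3 SD, cut at about 9.9% in these data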;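 also: uninfected addAB+ strain grown without phage in ampicillin broth; 0% = DMSO wells and 100% = ciprofloxacin 0.95 µg/ml wells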
Pemphigus Ab inh = human desmoglein-3 autoantibody binding inhibition; binding (percent of control), % at 10 µM; 310,000 tested, 0.48% active; AID 588358; P32926; DSG3-coupled beads, scFv-anti-DSG3-GFP binding, flow cytometry; hits give low values;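 active = binding more than 3 SD below its plate's average and above zero; inconclusive = below that plate limit but binding exactly zero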;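 also: hits lower antibody fragment binding to DSG3; some compounds called inactive have numbers as strong as hits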
Starred values were filed as active, the others as inactive; ? = inconclusive; · = no result given. Not a hit list; any-hit rate near 2.8%.

SMILES | OPRM1-OPRD1 inv | phage Ecoli inh | PKA-R1A activ | Pemphigus Ab inh | PfHsp90 yeast 2 | SUMO Mot1 rescue | Arrestin-AP2 inh | OPRM1-OPRD1 ag | Tat transport | E coli growth | AddAB inh
COc1cccc(C(=O)NC2CCN(CC(=O)Nc3nccs3)CC2)c1 | 17 | 4.3 | 12 | 96 | · | -33 | 26 | -2.9 | 6 | 0.4 | 1.6
Cc1c(C)c(C)c(S(=O)(=O)NCCc2ccccn2)c(C)c1C | 12 | 0.9 | 0 | 102 | -10 | -13 | -6 | -1.7 | 3 | -1.5 | 0.7
CC(Cl)C(=O)Nc1cc(C(C)(C)C)nn1-c1ccccc1 (stereo unspecified) | 18 | 2.4 | 6 | 98 | 17 | -2 | -5 | -3.4 | 2 | 0.8 | -0.8
CC(=O)c1ccc(S(=O)(=O)N2CCN(C(=O)c3ccc(COc4ccccc4)o3)CC2)cc1 | -14 | 1.5 | 2 | 100 | · | · | -10 | 2.1 | -11 | · | ·
Cc1cc(C)cc(NC(=O)Cn2nnc(C(=O)NCCc3ccccc3)c2N)c1 | -104 | 3.3 | 0 | 98 | 2 | 0 | 1 | 21* | 0 | -1.9 | 2.2
CCOC(=O)NC(NC(=O)OCC)C(=O)c1ccc(F)cc1 | 9 | 2.6 | -13 | 103 | -4 | -5 | 25 | -1.7 | -3 | -0.8 | -2.7
O=C(c1ccccc1)c1ccccc1N1C(=O)C=CC1=O | 18 | 0.9 | 1 | · | 107* | 96 | -9 | -3.7 | 2 | -0.7 | 2.5
Clc1ccc(CNc2ccc(CNc3ncn[nH]3)cc2)c(Cl)c1 | 7 | 4.2 | -6 | 107 | -12 | -13 | 12 | -1.3 | -5 | 2.2 | 2.8
CC1CCCCC1NC(=O)CSc1ccc([N+](=O)[O-])cc1 (stereo unspecified) | 5 | 3.6 | -18 | 100 | 1 | -11 | -5 | -1.0 | 2 | 1.9 | 0.8
Cc1ccc(S(=O)(=O)N2CCCCCC2)cc1C(=O)NCc1ccccn1 | -2 | 0.4 | -3 | · | -23 | -29 | -7 | 0.3 | 3 | -0.4 | 2.7
CC/C(=N\NC(=O)C1CCCC1)c1cccc(Br)c1 | -2 | -0.6 | -10 | 114 | -18 | 0 | -9 | 0.4 | -2 | · | ·
Cc1cccc(NC(=O)CNC(=O)Cn2ncc(Cl)c(Cl)c2=O)c1C | 13 | · | -5 | 120 | 0 | 3 | 30 | -2.5 | -2 | 1.1 | 0.8
OCCC1CN(Cc2cccc3c2OCO3)CCN1C1CCCC1 (stereo unspecified) | 2 | 3.4 | 8 | 102 | -35 | -8 | -11 | -0.3 | 1 | -1.3 | 1.9
O=C(Cc1csc(NC(=O)Nc2ccc(Cl)cc2)n1)NC1CCCC1 | -18 | 4.6 | 7 | 99 | 3 | -6 | 31 | 3.7 | -1 | -1.3 | -0.5
O=c1[nH]cnc(O)c1Nc1cccc(Cl)c1 | 13 | 0.8 | -1 | 97 | 5 | · | 0 | -2.6 | 7 | · | ·
O=C(NC(NC(=S)Nc1c(Cl)cccc1Cl)C(Cl)(Cl)Cl)c1cccc([N+](=O)[O-])c1 (stereo unspecified) | 11 | -0.4 | -9 | 130 | 10 | -1 | 1 | -2.1 | 4 | 1.6 | 3.2
Cc1ccccc1-n1c(SCC(=O)NC2CCS(=O)(=O)C2)nc2ccccc2c1=O (stereo unspecified) | -1 | -0.3 | -4 | 107 | 13 | · | 17 | 0.1 | -1 | · | ·
O=C(NN=C1CCN(Cc2ccccc2)CC1)c1ccccc1O | 4 | -0.8 | 0 | 113 | -2 | -10 | 26 | -0.7 | 0 | 1.4 | 0.4
O=C1N/C(=N\c2ccccn2)SC1Cc1ccccc1Cl (stereo unspecified) | 12 | 0.2 | -9 | 109 | 3 | -4 | -24 | -2.3 | 4 | -1.9 | -3.1
Cc1ccc2c(COC(=O)C3CSC4(C)CCC(=O)N34)cc(=O)oc2c1C (stereo unspecified) | 15 | 1.6 | 2 | 91 | 24 | 7 | -6 | -3.5 | -1 | -0.3 | 2.2
Cc1ccc(C(=O)NCC(=O)OC2CCCCC2=O)cc1C (stereo unspecified) | 2 | 1.8 | -6 | · | 11 | 7 | 1 | -0.5 | 10 | 1.4 | 0.5
CCCc1nnc(NC(=O)C2CC(=O)N(C3CCCC3)C2)s1 (stereo unspecified) | 8 | -0.5 | -5 | 90 | -21 | -3 | -4 | -1.2 | 17 | -3.7 | 2.6
COc1ccccc1C(=O)Nc1ccc(OCC(=O)N2CC(C)CC(C)C2)cc1 (stereo unspecified) | 13 | 0.3 | -2 | 96 | -33 | -1 | 25 | -3.1 | -14 | 0.5 | 0.3
COc1ccc(C(=O)C2CCCN(C(=O)c3cc(C)nc(C)n3)C2)cc1OC (stereo unspecified) | 8 | -0.2 | -4 | · | 10 | -3 | -5 | -1.5 | -2 | -1.5 | -2.8
c1coc(Cn2c(SCc3nc4ccccc4[nH]3)nnc2-c2cnccn2)c1 | 17 | 0.6 | 5 | · | -2 | -4 | 15 | -2.9 | 0 | -0.6 | 1.1
COc1ccc(S(=O)(=O)N2CCN(C)CC2)cc1NC(=O)c1ccccc1 | 18 | 3.3 | 10 | 111 | 10 | -4 | -6 | -3.3 | -7 | -1.5 | 2.1
O=C(NCCC1=CCCCC1)c1ccc(Cl)c([N+](=O)[O-])c1 | -27 | 2.0 | -1 | 101 | 37 | -17 | 6 | 4.5 | 5 | 4.6 | 2.3
O=C(c1ccco1)N1CCN(C(=O)c2ccc(COc3ccc(F)cc3)o2)CC1 | 2 | 3.9 | -9 | 106 | 5 | -10 | 9 | -0.4 | 8 | -1.8 | 0.1
ON=C(CCc1ccccc1)CCc1ccccc1 | -55 | 2.4 | 4 | 94 | · | · | 7 | 10 | 14 | · | ·
CCOC(=O)N1CCN(CC(O)COC2CC(C)CCC2C(C)C)CC1 (stereo unspecified) | -25 | 1.6 | -1 | 105 | 5 | 0 | -3 | 5.1 | 7 | -2.8 | 2.4
O=[N+]([O-])c1ccccc1S(=O)(=O)Nc1cccc(-c2ccc(N3CCCC3)nn2)c1 | 6 | 3.3 | -2 | 98 | -18 | 3 | 13 | -1.1 | 0 | 2.0 | 2.5
CCN1CCN(C(=O)c2c(-c3c(F)cccc3Cl)noc2C)CC1 | 11 | 3.5 | -21 | 104 | · | -6 | 2 | -1.9 | 4 | -0.3 | 3.0
CC(=O)C[C@@H](O)CC(=O)[C@H]1OC(=O)[C@@H](C)C/C=C\Cc2ccccc21 | 11 | 0.7 | -7 | 95 | -13 | -10 | 7 | -2.4 | 17 | -2.7 | 3.2
O=C(O)c1cc(S(=O)(=O)NCCN2CCNC2=O)ccc1O | -28 | 0.1 | -1 | 100 | 1 | -19 | 6 | 5.2 | -4 | 0.3 | -1.8
Cc1cnc(CNC(=O)CC2C(=O)NCCN2Cc2ccccc2F)cn1 (stereo unspecified) | 18 | 0.7 | 2 | · | -2 | -1 | 14 | -3.4 | -4 | 2.1 | 1.5
CCCN1CCC(NC(=O)CCc2nnc(-c3ccccc3)o2)CC1 | 0 | 3.1 | -3 | 98 | 5 | 8 | 14 | 0.0 | -2 | -2.5 | -0.3
CCOc1ccc(NC(=S)NCC(c2cccnc2)N2CCOCC2)cc1 (stereo unspecified) | 5 | 3.0 | 6 | 104 | -9 | -6 | 7 | -0.7 | -4 | 1.5 | 2.1
COc1cc(NC(=O)C2=CC(c3ccc(C)cc3)=NS(=O)(=O)N2C)cc(OC)c1OC | 4 | 2.1 | -3 | 107 | 32 | 19 | -4 | -0.8 | 2 | -0.3 | 2.6
Cc1cc(O)c(C(=O)/C=C/c2ccc(C(C)C)cc2)c(=O)o1 | 7 | 4.7 | 3 | 89 | -2 | -16 | -14 | -1.6 | 0 | · | ·
COc1cc(SC)ccc1C(=O)Nc1nccs1 | 14 | 1.9 | -11 | 128 | 8 | 0 | 3 | -2.8 | -8 | -0.2 | 4.8
O=c1c(CO)cc(CO)cc(CO)c1O | 8 | 2.2 | 7 | 84 | 4 | -8 | 17 | -1.5 | -3 | 1.2 | 1.4
CCN(CC)C(=O)CSc1nc(O)cc(=O)n1CC | 8 | 5.0 | -5 | 99 | -13 | 5 | -3 | -1.5 | -5 | -0.5 | 1.6
O=C(c1cc(Cl)ccc1[N+](=O)[O-])n1cnc2ccccc21 | 0 | 1.5 | 5 | 106 | -25 | 4 | -20 | 0.1 | -2 | 0.9 | 1.6
O=C(O)/C=C/C(=O)NC1CC1 | 2 | 2.7 | 7 | 104 | -24 | -13 | -18 | -0.5 | -3 | 0.6 | 5.1
CS(=O)(=O)N1CCc2cc(C(=O)Nc3ccccc3)ccc21 | 3 | 4.1 | 4 | 103 | -2 | -11 | -19 | -0.5 | -4 | 1.9 | -3.0
CC1CC(C)CN(CCCNC(=O)c2ccc3nc(N4CCOCC4)sc3c2)C1 (stereo unspecified) | 8 | 1.1 | 3 | 105 | 14 | -3 | 15 | -1.3 | -4 | -0.2 | -1.9
CN(C)CC(O)COc1cc2ccccc2cc1C(=O)N1CCCCC1 (stereo unspecified) | 15 | 3.4 | -4 | 101 | · | -9 | -4 | -2.9 | 0 | 0.2 | 0.0
CCN(CC)CCOc1cccc(C(C)C)c1 | 1 | 2.3 | 0 | 98 | -6 | 245 | 4 | -0.1 | 3 | -0.1 | -1.9
O=C(CSc1nncs1)N1c2ccccc2Sc2ccccc21 | 3 | -1.0 | -11 | 98 | -6 | 14 | 13 | -0.5 | 2 | -3.1 | -0.1
C#CCSc1ncc(S(=O)(=O)c2ccccc2)c(=O)[nH]1 | 12 | 2.2 | 0 | 100 | -3 | 20 | -10 | -2.5 | -5 | -1.6 | 1.1
O=C(c1cc(C2CC2)on1)N1CCOCC1 | 4 | 0.5 | -2 | 96 | -1 | -2 | -4 | -0.7 | -11 | -0.1 | 4.5
CCOC(=O)[C@H]1[C@H]2COc3ccc(Cl)cc3[C@@H]2N2C(=O)[C@H](C)NC(=O)[C@@]12C | 6 | · | -1 | 99 | 34 | · | -3 | -1.4 | ? | · | ·
O=c1c(Cc2ccc(F)cc2)c(O)ccn1CCCN1CCOCC1 | -10 | 0.5 | -10 | 98 | 30 | 9 | -3 | 2.0 | -12 | 1.6 | 3.7
